# Screens deposited in PubChem by National Center for Advancing Translational Sciences (NCATS).
# HADH2 inhib: blocks human hydroxyacyl-CoA dehydrogenase type II; Potency, µM (highest dose often 57.1 µM), for the others: at the highest dose activity change, negative = inhibition, usual class: inhibitors; recombinant HADH2, NADH fluorescence, beta-hydroxybutyryl-CoA; 3.4% of 73,000 active; AID 886; Q99714; note: potency is the fitted concentration of half-maximal effect; % is set by controls: 0 for no effect and ±100 for the full control effect; nearly all actives have a fitted effect of over 60% in size; many of its hits are not listed in these tables
# Target sequence (Q99714 whole entry, looked up, one chain of several): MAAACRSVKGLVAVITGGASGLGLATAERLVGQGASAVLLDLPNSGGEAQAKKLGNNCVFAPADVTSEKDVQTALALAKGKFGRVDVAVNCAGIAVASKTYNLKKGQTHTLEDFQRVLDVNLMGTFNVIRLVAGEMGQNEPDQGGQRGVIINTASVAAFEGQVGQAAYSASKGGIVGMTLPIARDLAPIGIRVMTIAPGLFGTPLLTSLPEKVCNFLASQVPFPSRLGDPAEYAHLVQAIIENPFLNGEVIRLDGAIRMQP
#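 Buffer 100 mM Tris-HCl pH 9.0/0.01% Tween-20; HADH2 20 nM; NAD+ 1 mM; beta-hydroxybutyryl-CoA 90 uM (all final). 15 min cpd preincubation, RT.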
# ALOX15 inhib: 15-hLO (ALOX15) enzyme inhibition | 1.4% of 74,000 active | purified 15hLO-1, xylenol orange hydroperoxide absorbance | Potency, µM (series often up to 57.1 µM), for inactives: top-dose activity change, negative = inhibition, most hits filed as inhibitors | P16050; note: potency is the fitted concentration of half-maximal effect; % is set by controls: 0 for no effect and ±100 for the full control effect; nearly all actives have a fitted effect of over 55% in size
#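 Hydroperoxide formed from arachidonic acid (50 uM) by purified human 15hLO-1 (40 nM) oxidizes ferrous iron, and the ferric-xylenol orange complex is read at 573 versus 405 nm. Compounds were preincubated 15 min; reaction ran 6 min at room temperature.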
# FLuc inh: inhibitors of firefly luciferase | 2.2% of 72,000 active | Potency, µM (titrated, usually from 57.1 µM), without a hit: top-dose activity change, negative = inhibition, usual class: inhibitors | P08659 | purified firefly luciferase, luminescence, 8 min; note: potency is the fitted concentration of half-maximal effect; % is set by controls: 0 for no effect and ±100 for the full control effect; nearly all actives have a fitted effect of over 40% in size
#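 Substrate buffer containing 10 uM ATP (pH 7.2 imidazole, Mg2+, KCl, detergent, BSA) is dispensed, compound pinned in, then luciferase/luciferin detector mix added. After 8 min at ambient temperature, light output is measured.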
# Epigenetic mod: epigenetic GFP locus derepression in mouse cells. mouse C127i GFP locus derepression, cytometry, 30 h. Potency, µM (titrated, usually from 46.1 µM), inactives show top-dose GFP derepression (activation). 0.09% of 68,000 active; note: % of control where 0% means no effect
#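 Derepression screen: silenced CMV-GFP reporter in murine C127i cells, 30 h compound incubation at 37 C, washed cells imaged by laser-scanning cytometer to enumerate GFP-expressing objects of 20 to 120 um.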
# HBB splicing: modulators of hemoglobin beta chain splicing | HBB splicing reporter cell assay, activation; EGFP reporter with mutant IVS2-654 intron; response scale: normalised to 500 nM splice-correcting PNA | Potency, µM (top dose mostly 46.1 µM), for inactives: at the highest dose activation, most hits filed as activators | 0.06% of 65,000 active; note: potency is the fitted concentration of half-maximal effect; 0% is about no effect
#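 Compounds were applied for 2 days to HeLa EGFP-654 cells, 500/well in Optimem with 2% FCS. The reporter's EGFP is disrupted by mis-splicing of beta-globin intron IVS2-654. Readout: summed well GFP fluorescence from 488 nm laser scanning; reference was 500 nM antisense […] 654 PNA.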
# Hsp90 Hop PPI: changes Hsp90-Hop TPR2A binding signal, up or down; 0.44% of 71,000 active; Potency, µM (highest dose often 57 µM), inactives show top-dose activity change, negative = inhibition; AID 595; AlphaScreen TPR2A-His6 binding biotin-Hsp90 C-terminal peptide; active = well fitted curve in either direction with a large enough effect; inconclusive = small, poorly fitted or top-dose-only effect, or another doubt; note: potency is the fitted concentration of half-maximal effect; % is set by controls: 0 for no effect and ±100 for the full control effect; many of its hits are not listed in these tables
# CRE Fsk mod: modulators of forskolin-stimulated CRE signaling in CHO cells | CHO CRE-bla reporter (cAMP response element driving beta-lactamase), forskolin EC10, beta-lactamase ratio | 2.5% of 71,000 active | Potency, µM (series often up to 38.2 µM), without a hit: top-dose activity change, negative = inhibition, hits mostly activators; active = well fitted activation curve with a large enough effect in the signal ratio, with a control signal flat, not every such curve was filed as active; inconclusive = small, poorly fitted or top-dose-only effect, or effect the other way, or a change in a side signal; the % refers to the signal ratio; note: potency is the fitted concentration of half-maximal effect; % of control where 0% means no effect
#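 Using CellSensor CRE-bla CHO cells in Opti-MEM with 0.5% dialyzed FBS, compounds were titrated with EC10 NKH 477 for 3 h at 37 °C. CCF4 ratio (460/530 nm) gave %Activity; AC50 derived.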
# ERK AVP inh: vasopressin-driven ERK pathway inhibition; 0.99% of 72,000 active; HEK293-V1b, vasopressin-stimulated pERK AlphaScreen; Potency, µM (top dose mostly 57.5 µM), for inactives: at the top dose activity, negative = inhibition, usual class: inhibitors; note: potency is the fitted concentration of half-maximal effect; % is set by controls: 0 for no effect and ±100 for the full control effect; nearly all actives have a fitted effect of over 55% in size
#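 Phosphorylated ERK1/2 detected via AlphaScreen bead proximity in lysates of V1b-expressing HEK293 cells given 25 nM vasopressin for 5 min after 30 min compound exposure (37 °C). AC50 from Hill equation; basal DMSO 0%, vasopressin 100%.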
# Tau fil binding: binders of human tau filaments | Potency, µM (titrated, usually from 57.1 µM), without a hit: at the top dose activity change, negative = inhibition | recombinant tau filaments, thioflavin S fluorescence, 15 h; filaments grown with octadecylsulfate alongside compound | 2% of 71,000 active | AID 596;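 note: potency is the fitted concentration of half-maximal effect; % is set by controls: 0 for no effect and ±100 for the full control effect; actives lower thioflavin S fluorescence by blocking filaments or displacing dye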
# Target sequence (P10636 whole entry, looked up): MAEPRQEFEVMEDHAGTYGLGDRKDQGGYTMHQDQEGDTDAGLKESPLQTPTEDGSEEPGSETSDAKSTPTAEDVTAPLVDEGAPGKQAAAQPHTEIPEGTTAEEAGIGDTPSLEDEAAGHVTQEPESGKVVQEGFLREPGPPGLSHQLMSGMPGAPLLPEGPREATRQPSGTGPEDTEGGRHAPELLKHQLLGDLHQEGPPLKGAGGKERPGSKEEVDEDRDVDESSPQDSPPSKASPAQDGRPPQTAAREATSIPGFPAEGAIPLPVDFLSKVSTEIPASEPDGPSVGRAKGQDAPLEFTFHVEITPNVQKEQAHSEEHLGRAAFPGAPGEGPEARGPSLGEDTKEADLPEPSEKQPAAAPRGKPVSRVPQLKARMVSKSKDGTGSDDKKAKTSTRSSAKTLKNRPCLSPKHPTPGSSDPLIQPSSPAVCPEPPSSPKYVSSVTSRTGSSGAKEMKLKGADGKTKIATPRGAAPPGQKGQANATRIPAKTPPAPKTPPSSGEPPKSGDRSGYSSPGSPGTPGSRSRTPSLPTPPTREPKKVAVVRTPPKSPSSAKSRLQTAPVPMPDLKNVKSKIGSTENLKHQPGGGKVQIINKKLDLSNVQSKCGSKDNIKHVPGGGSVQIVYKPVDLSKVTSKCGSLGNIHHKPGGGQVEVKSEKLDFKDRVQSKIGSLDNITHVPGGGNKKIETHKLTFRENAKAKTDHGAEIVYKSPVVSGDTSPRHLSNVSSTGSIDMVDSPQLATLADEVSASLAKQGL
#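 His-tagged recombinant human tau (exons 2, 3, 10; 1 uM final) fibrillized with 30 uM sodium octadecylsulfate, 15 h at 37 C, in pH 7.4 HEPES buffer with 10 uM thioflavine S and 5 mM DTT. Reduced ThS fluorescence (450/510 nm) marks activity.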
# UbGFP stabilizer: ubiquitin-GFP accumulation via proteasome inhibition; Potency, µM (top dose mostly 45.9 µM), without a hit: at the top dose activation (GFP accumulation), usual class: activators; AID 526; 67,000 tested, under 10 active; Ubiquitin-GFP reporter cells, proteasome inhibition, GFP fluorescence; response scale: untreated = 0%, 10 µM MG-132 = 100%; active = well fitted activation curve with a large enough effect, not every such curve was filed as active; inconclusive = small, poorly fitted or top-dose-only effect, or another doubt; inactive = no such curve, though single readings can be large or run the other way; note: potency is the fitted concentration of half-maximal effect
#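 U2OS cells expressing ubiquitin(G76V)-GFP, seeded overnight in 0.5% FBS medium, then treated 4 hr at 37 C across 46 uM to 2.9 nM. GFP-positive cells counted by laser cytometry (488 ex/515 em); %activity scaled between basal and 10 uM MG-132.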
# DNA Pol III inh: DNA polymerase III holoenzyme inhibition; reconstituted DNA polymerase III holoenzyme replication, biochemical; Potency, µM (top dose mostly 57.1 µM), for inactives: at the top dose activity change, negative = inhibition; 0.25% of 71,000 active; AID 603; note: potency is the fitted concentration of half-maximal effect; % is set by controls: 0 for no effect and ±100 for the full control effect
#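 Reconstituted *E. coli* holoenzyme (0.35 nM Pol III, 1 nM beta, 154 nM SSB, 2 nM primase) was preincubated with compound for 15 min at RT. Synthesis on 1.4 nM ssM13Gori ran 35 min, then was stopped with PicoGreen/EDTA and read as dsDNA fluorescence.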
# Starred values were filed as active, the others as inactive; u = inconclusive; x = no result given; [ ] = dose if it differs, or a comment. Unless noted, calls come from the whole dose curve; as a rule, active = well fitted curve in the direction sought with a large enough effect; inconclusive = small, poorly fitted or top-dose-only effect, or another doubt; inactive = no such curve, though single readings can be large; an effect the other way counts as inactive or inconclusive. A portion of the library; the hit share may differ from the screen's.
SMILES,HADH2 inhib,ALOX15 inhib,FLuc inh,Epigenetic mod,HBB splicing,Hsp90 Hop PPI,CRE Fsk mod,ERK AVP inh,Tau fil binding,UbGFP stabilizer,DNA Pol III inh
COC(=O)CCCC(=O)Nc1ccc(Cl)c(Cl)c1,2%,-6%,-2%,-1%,0.6%,1%,5%,4%,-10%,5%,-1%
CCOC(=O)CSC1=NC(=O)CS1,13µM*,-3%,-1%,1%,0.2%,-4%,-21%,5%,35%,-16%,-3%
CCN1C(=O)C2(C(C#N)=C(N)Oc3n[nH]c(C(C)C)c32)c2ccccc21 (centres undefined),-4%,9%,0%,0%,x,1%,u,-25%,-1%,3%,-2%
Cc1ccc(Cn2ccc(NC(=O)c3cc(-c4ccc(Cl)cc4)on3)n2)cc1,6%,0%,0%,2%,-1.7%,2%,u,3%,1%,11%,-4%
Cc1cc(C)n(-c2nc3ccccc3[nH]c2=O)n1,20µM*,14%,1%,4%,2.2%,-3%,8%,18%,5%,2%,0%
CCCc1nc2oc3c(NCCN(C)C)ncnc3c2c2c1CCCC2,-12%,-32%,2%,2%,0.8%[0.369 µM],-12%,u,-16%,84%,-3%,-20%
N#C/C(C(=O)c1ccccc1)=C1/CCCN1,-3%[11.4 µM],5%[11.4 µM],2%,-4%,-0.3%[0.0738 µM],-1%[11 µM],u,u,17%[11.4 µM],-19%[9.17 µM],-1%[11.4 µM]
Cn1c(COc2ccccc2)nnc1SCC(=O)NCc1ccccc1,-10%,1%,3%,-3%,x,1%,-4%,15%,13%,-3%,4%
CCN=C(Nc1ccc2c(c1)OCO2)SC1CC(=O)N(c2ccccc2F)C1=O (centres undefined),11%,-10%,0%,-2%,-2.1%,0%,-1%,-9%,168%,-5%,-4%
COC(=O)c1ccc(CN2C(=O)NC3(CCC(C)CC3)C2=O)o1 (centres undefined),2%,3%,-12%,1%,0.8%,-2%,10%,-18%,-12%,-3%,-6%
Cc1nnc(NCCc2ccccc2)[nH]c1=O,-3%,10%,-2%,0%,-1.1%,-1%,-1%,-1%,6%,-9%,3%
COc1ccc(C(=O)O)cc1F,4%,5%,1%,-3%,-0.8%,-7%,u,u,6%,-10%,0%
COc1ccc(C)cc1NC(=O)C1CC(=O)OC12CCCCC2 (centres undefined),13%,5%,0%,6%,0.2%,-3%,-6%,12%,-1%,-3%,-2%
Cc1ccccc1NC(=O)N1C2CCCC1CC(NC(=O)C1CC1)C2 (centres undefined),-2%,1%,1%,-2%,x,-3%,1%,-2%,21%,0%,-2%
O=S(=O)(Nc1cccc2cccnc12)c1ccc(S(=O)(=O)N2CCCC2)cc1,2%,65%[activator],1%,-2%,x,u,u,4%,-14%,6%,4%
COc1ccc(Cl)cc1N(CC(=O)Nc1ccc2c(c1)OCO2)S(C)(=O)=O,-4%,u,0%,-2%,-0.6%,-3%,-13%,-7%,-18%,u,0%
O=C(O)/C=C1\CCCc2ccccc2[C@H]1O,-6%,9%[25.6 µM],2%,1%,x,3%,u,6%,u,-3%,2%
CCOc1ccc(Nc2nc(C)cc(C)c2C#N)cc1,u,1%,-2%,-3%,0.0%,-1%,u,-17%,16%,-5%,-5%
O=C(CSc1cccc(C(F)(F)F)c1)N1CCN(S(=O)(=O)c2ccccc2)CC1,-3%,-14%,2%,2%,-1.1%,3%,u,22%,-2%,3%,-3%
COc1ccc(NC(C)=O)cc1NC(=O)CSc1nnc(-c2cccnc2)n1C,-10%,11%,-1%,-2%,-1.6%[1.84 µM],1%,14%,0%,-10%,-10%,1%
COc1ccccc1CC1(C)NC(=O)N(CC(=O)Nc2cc(C)on2)C1=O (centres undefined),17%,u,-2%,3%,-0.3%[57.5 µM],u,-9%,7%,6%,-2%,u
CCOCCCNCC(=O)N1CCN(S(=O)(=O)c2ccc(C)cc2)CC1,5%,-5%,1%,0%,x,0%,10%,-5%,-11%,-4%,0%
CCOC(=O)C1CCN(C(c2cccc(F)c2)c2sc3nc(C)nn3c2O)CC1 (centres undefined),u,-3%,-10%,x,0.2%,4%,u,x,167%,-9%,2%
Cc1cc(NC(=O)CCC(=O)N(c2ccccc2)C2(C(=O)NC3CCCCC3)CCCC2)no1,7%,-6%,4%,0%,-3.2%,-3%,-8%,14%,5%,-12%,-2%
CCOC(=O)Cc1cnc(NC(=O)c2ccccc2)s1,-2%[11.4 µM],1%[11.4 µM],-9%,-4%,-1.3%[0.0738 µM],-4%[11 µM],-12%[7.6 µM],-25%,1%[11.4 µM],18%[9.17 µM],-6%[11.4 µM]
Cc1cnc(CNc2cc(-c3cccc(NS(C)(=O)=O)c3)ncn2)cn1,u,-14%,1%[2.29 µM],-1%[9.22 µM],-0.5%,-1%,2%,6%,-5%,4%,-3%
CCC(C)(C)NC(=O)C(c1ccncc1)N(Cc1cccs1)C(=O)Cn1nnc2ccccc21 (centres undefined),10%,9%,0%,2%,-0.4%[57.5 µM],0%,-8%,-5%,2%,-3%,-3%
C=CCOc1cccc(C2c3c(oc4ccc(F)cc4c3=O)C(=O)N2CCCN2CCOCC2)c1 (centres undefined),7%,18%,0%,x,0.1%,-7%,-7%,x,u,7%,-9%
CC(C)=NNc1ncnc2nc[nH]c12,-4%[11.4 µM],16%[11.4 µM],-14%[11.4 µM],-3%[9.22 µM],1.8%[9.22 µM],-20%[11 µM],5%[7.6 µM],-18%[11.5 µM],3%[11.4 µM],-3%[9.17 µM],-11%[11.4 µM]
COc1c(F)c(F)c(C(=O)Nc2ccc(NC(=O)c3ccco3)cc2)c(F)c1F,11%,-22%,0%,-2%,-1.2%,-5%,-8%,-20%,478%,-7%,3%
Cc1ccccc1-n1c(Cn2c(=O)sc3ccccc32)nnc1SCC(=O)N1CCCC1,-3%,8%,-2%,0%,-0.2%,-1%,-8%,-5%,15%,-13%,-2%
Cc1noc(C)c1C(=O)N1CCC[C@@]2(CCN(Cc3cc(C(F)(F)F)cc(C(F)(F)F)c3)C2)C1,-5%,10%,1%[11.4 µM],-2%[9.22 µM],1.5%,3%,5%,8%,6%,0%,0%
CCOC(=O)c1c(C(C)(C)C)oc2ccc(OCC#N)cc12,-12%,-15%,5%,-2%,1.3%,19%,u,13%,47%,-15%,-4%
O=C(NCc1ccccn1)c1cc(-n2cnnc2)ccc1Cl,0%,4%,4%,0%,1.9%,-9%,1%,-9%,-2%,9%,-3%
Cc1ccc(C2CC(C(F)(F)F)n3ncc(C(=O)NCc4ccco4)c3N2)cc1 (centres undefined),3%,-14%,4%,-1%,x,u,u,u,29%,3%,-1%
CN(C)c1cccc(-c2nnc(SCCCC#N)o2)c1,-2%,u,16µM*,-1%,0.5%,-3%,u,-24%,-2%,3%,-3%
CN1C=C(C(F)(F)F)C=C/C1=C(\C#N)c1nnc2n1CCCCC2,-4%,-5%,1%,-3%,-3.5%,-4%,3%,3%,-1%,1%,-5%
CC(=O)O[C@H]1C(=O)[C@]2(C)[C@H]([C@H](OC(=O)c3ccccc3)[C@@]3(O)C[C@H](OC(=O)[C@@H](O)[C@@H](NC(=O)c4ccccc4)c4ccccc4)C(C)=C1C3(C)C)[C@]1(OC(C)=O)CO[C@@H]1C[C@@H]2O,2%,x,-2%[11.4 µM],-2%[9.22 µM],x,0%,u,x,u,0%,-6%
Cc1[nH]nc2c1C(c1ccc(OC(=O)c3ccco3)cc1)C(C#N)=C(N)O2 (centres undefined),u,-10%,-1%,0%,-1.4%,-6%,-11%,u,2%,-3%,2%
C/C(=N\NC(N)=S)c1ccc[nH]1,4%[11.4 µM],3%[11.4 µM],2%[11.4 µM],0%[9.22 µM],3.5%[9.22 µM],-1%[11 µM],4%[7.6 µM],2%[11.5 µM],8%[11.4 µM],4%[9.17 µM],-7%[11.4 µM]
COc1ccc(CCNc2nc(C)nc3c2oc2ccccc23)cc1OC,-7%,-8%,-1%,-2%,-2.2%[57.5 µM],-5%,u,13µM*,20%,-3%,-6%
CSc1cccc(NC(=O)CN(C2CCCCC2)S(C)(=O)=O)c1,12%,0%,4%,0%,-1.8%,-3%,u,3%,-18%,1%,-4%
